High-throughput results deposited in PubChem by several laboratories.
Pf gamet viab = kills late stage P. falciparum gametocytes; P. falciparum stage V gametocytes, ATP luminescence, 24 h; inhibition, % at 10.9 µM; actives 0.065% (n = 150,000);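 active means inhibition above the mean plus 3 SD of compounds within the control limits, set per campaign, cut at about 38% in these data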;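 further: 0% = DMSO wells and 100% = medium only without gametocytes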
RGS7-Gao reg = modulates binding of RGS7 to human Galphao; P09471; Multiplexed bead flow cytometry; actives lie on both sides; binding response (% of control), % at 10 µM; actives 0.35% (n = 220,000); AID 1439; in the data active means binding response below about 49% or above about 150%; inconclusive means no clear call, values can overlap the other calls; inactive means in between;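 further: fluorescent Galphao held in activated GDP-AlF4 state binding bead-coupled RGS7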
RGS8-Gao reg = regulators of human RGS8-Galphao interaction. multiplexed bead flow cytometry, RGS8-Galphao binding; actives lie on both sides. response (percent of control binding), % at 10 µM. actives 0.34% (n = 220,000). AID 1423; in the data active means response below about 60% or above about 140%; inactive means in between;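 further: Galphao activated as the GDP aluminium fluoride complex binding bead-coupled RGS8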
Mcl1 Noxa PPI = disrupts binding of human Mcl-1 to Noxa peptide; Q07820; TR-FRET Mcl-1/Noxa peptide binding, 2 h; inhibition, % at 21.7 µM; actives 1.5% (n = 220,000); AID 1022;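 active means compounds that cut the protein-peptide binding signal by more than 50% relative to plate controls in a single-dose test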;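 further: His-tagged Mcl-1 with rhodamine Noxa BH3 peptide and terbium anti-His antibody; 0% = Mcl-1 plus Noxa peptide wells and 100% = peptide-only wells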
Avidin bead fluor = avidin bead compound fluorescence profile | Avidin beads, compound fluorescence 488/530 nm, flow cytometry; stronger effect = higher value | fluorescence (KMESF) at 10 µM | actives 0.38% (n = 220,000) | AID 1775; in the data active means fluorescence above about 47; further: inactives centre near 10
RGS4-Gao reg = modulates binding of RGS4 to human Galphao; binding response (% of control), % at 10 µM; actives 0.33% (n = 220,000); Multiplexed bead flow cytometry; actives lie on both sides; in the data active means binding response below about 49% or above about 150%; inactive means in between;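 further: fluorescent Galphao activated with aluminum fluoride binding bead-coupled RGS4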
ABCG2 block = human ABCG2 inhibition, ABCB1 as counter-screen; IgMXP3 cells, JC-1 efflux, flow cytometry; inhibition, % at 6.6 µM; actives 0.1% (n = 190,000); AID 1325;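 active means inhibition above 80%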;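 further: 0% = DMSO and 100% = nicardipine control wells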
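Measure – % inhibition of efflux relative to nicardipine and DMSO · Test system – ABCG2 IgMXP3 and barcoded ABCB1 CCRF-Adr cell mix · Control set – nicardipine as high control, DMSO as low control · Compound – one concentration, 6.6 µM final · Signal – flow cytometry of retained JC-1 fluorescence · Timing – 10 min exposure at 25 °C with rotation, no wash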
Mcl1-Bid inh = Mcl-1/Bid interaction inhibition. actives 0.97% (n = 220,000). inhibition, % at 21.7 µM. TR-FRET Mcl-1/Bid-Dy647 peptide binding, 1536-well;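 active means compounds that cut the binding signal by more than half at the single screening dose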;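 further: His-tagged Mcl-1 with europium anti-His antibody binding Bid BH3 peptide; 0% = Mcl-1 plus peptide wells and 100% = peptide-only wells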
GSH fluor = GSH bead compound fluorescence profile. AID 1776. actives 0.25% (n = 190,000). GSH beads flow cytometry, compound fluorescence 488/530 nm; stronger effect = higher value. fluorescence (KMESF) at 10 µM; in the data active means fluorescence above about 89;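 further: glutathione beads carrying GST-tagged Bcl family fusion proteins plus one bare bead set; values are compound well signal with DMSO vehicle wells as background; inactives centre near 16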
Bim-Mcl-1 = disrupts Bim peptide binding to human Mcl-1. Q07820. Bead-based flow cytometry, Bim peptide-Mcl-1 binding. inhibition, % at 10 µM. actives 0.1% (n = 190,000). AID 1009; in the data active means inhibition above about 40%;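 further: 0% = no compound tracer wells and 100% = peptide blocker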
ABCB1 block = human ABCB1 inhibition, ABCG2 as counter-screen. P08183. CCRF-Adr cells, JC-1 efflux, flow cytometry. inhibition, % at 6.6 µM. actives 0.067% (n = 190,000); in the data active means inhibition above about 40%;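 further: 0% = vehicle and 100% = reference inhibitor; higher value means more JC-1 retained so stronger ABCB1 efflux block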
Target sequence (P08183 whole entry, looked up): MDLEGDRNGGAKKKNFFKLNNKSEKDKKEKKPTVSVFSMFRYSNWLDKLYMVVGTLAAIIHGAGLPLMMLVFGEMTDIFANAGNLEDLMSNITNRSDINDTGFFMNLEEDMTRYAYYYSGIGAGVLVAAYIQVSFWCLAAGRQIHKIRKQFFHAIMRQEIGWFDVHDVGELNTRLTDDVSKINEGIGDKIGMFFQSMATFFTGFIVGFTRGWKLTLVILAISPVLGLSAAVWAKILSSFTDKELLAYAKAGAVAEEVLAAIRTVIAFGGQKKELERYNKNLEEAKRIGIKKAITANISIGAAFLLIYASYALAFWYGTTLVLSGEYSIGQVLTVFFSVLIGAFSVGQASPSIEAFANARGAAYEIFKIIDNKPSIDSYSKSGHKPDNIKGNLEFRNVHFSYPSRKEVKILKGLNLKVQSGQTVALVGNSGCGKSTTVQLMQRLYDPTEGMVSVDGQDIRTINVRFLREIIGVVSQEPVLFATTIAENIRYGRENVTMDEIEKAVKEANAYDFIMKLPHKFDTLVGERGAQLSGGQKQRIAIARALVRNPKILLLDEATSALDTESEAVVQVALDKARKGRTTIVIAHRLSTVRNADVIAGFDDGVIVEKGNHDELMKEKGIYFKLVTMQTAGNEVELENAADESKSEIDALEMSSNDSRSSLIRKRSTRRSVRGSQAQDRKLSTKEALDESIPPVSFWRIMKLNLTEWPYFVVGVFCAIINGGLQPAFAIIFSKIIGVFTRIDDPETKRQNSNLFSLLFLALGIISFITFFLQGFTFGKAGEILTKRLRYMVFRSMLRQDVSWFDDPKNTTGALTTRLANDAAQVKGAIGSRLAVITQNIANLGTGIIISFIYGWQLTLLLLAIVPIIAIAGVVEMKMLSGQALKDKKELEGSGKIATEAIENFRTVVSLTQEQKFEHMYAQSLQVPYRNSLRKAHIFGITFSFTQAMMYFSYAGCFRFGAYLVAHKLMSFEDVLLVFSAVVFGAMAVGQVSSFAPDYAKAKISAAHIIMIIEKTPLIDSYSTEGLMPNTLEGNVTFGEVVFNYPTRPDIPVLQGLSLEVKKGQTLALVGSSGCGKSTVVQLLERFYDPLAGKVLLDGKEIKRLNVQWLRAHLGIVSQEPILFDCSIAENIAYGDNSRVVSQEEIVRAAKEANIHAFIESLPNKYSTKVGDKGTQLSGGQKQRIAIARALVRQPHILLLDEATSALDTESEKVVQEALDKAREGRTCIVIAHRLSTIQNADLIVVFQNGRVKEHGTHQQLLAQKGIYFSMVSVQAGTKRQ
* marks the source's active call; other numbers are inactive results; ? = inconclusive; . = no result given; [ ] = another dose, or the depositor's remark.

SMILES	Pf gamet viab	RGS7-Gao reg	RGS8-Gao reg	Mcl1 Noxa PPI	Avidin bead fluor	RGS4-Gao reg	ABCG2 block	Mcl1-Bid inh	GSH fluor	Bim-Mcl-1	ABCB1 block
Cc1ccc(/C=C2\SC(=S)N(CC(=O)Nc3ncc(Cc4ccccc4Cl)s3)C2=O)cc1	-3	109	105	15	17	102	-2	-32	9	-1	-0.5
O=C(O)c1ccc(N/N=C/c2cn(Cc3ccccc3F)c3ccccc23)cc1	-7	?	99	59*	6	99	.	-2	.	.	.
Cc1ccccc1NC(=O)N1CCN(C/C=C/c2ccccc2)CC1	-18	98	91	1	8	85	1	-25	12	1	0.1
COCCNC(=S)N/N=C(\C)c1cccc(OC)c1	.	?	102	27	9	98	19	-21	14	-2	0.6
O=C(NCc1ccc(Cl)cc1)C1CCN(c2cnccn2)CC1	2	91	95	14	13	89	6	-20	11	0	0.9
CCN(CC(=O)Nc1ccc2c(c1)OCCO2)CC(=O)Nc1cc(C)on1	-11	102	101	7	20	101	2	-6	10	-1	0.6
COc1ccc(C)cc1Nc1nnc(C)c(=O)[nH]1	-8	100	99	-1	11	102	3	-49	13	1	0.7
O=c1cc(CO)oc(CN2CCN(c3ccccc3F)CC2)c1O	3	99	100	-8	14	100	0	-53	71	0	0.1
COc1cc(OC)cc(C(=O)N2CCC(N3CCCCCC3)CC2)c1	9	102	101	29	5	104	0	31	19	2	0.0
COc1ccc(CCn2nnnc2C(C(C)C)N2CCN(c3ncccn3)CC2)cc1OC (centres undefined)	.	103	101	9	39	102	0	2	13	-2	0.5
O=C(COc1cccc2ccccc12)N1CCN(c2ccccn2)CC1	-22	105	111	10	8	105	27	20	34	-3	4.1
O=C(CN1CCN(S(=O)(=O)c2ccc(Cl)cc2)CC1)Nc1ccc2c(c1)OCCO2	.	97	98	4	7	97	14	6	36	-7	-0.2
COCCCNC(=S)N1CCN(S(=O)(=O)c2ccc(OC)cc2)CC1	.	98	99	-1	7	103	5	-43	19	-5	1.0
CCOC(=O)N1CCC(NC(=O)C2CCCN2C(=O)OCc2ccccc2)CC1 (centres undefined)	23	102	100	10	23	104	3	-6	13	-5	0.7
Cc1cc(C)c2c(N)c3ccccc3nc2n1	8	101	100	16	6	100	0	-6	20	3	0.0
CNc1nc(-c2c[nH]c3ccccc23)cs1	-17	151*[activator]	111	17	93*	192*[activator]	-1	-14	24	2	1.0
COc1cc2cc(C(N)=O)c(N)nc2cc1OC	.	104	105	17	18	99	4	-17	14	-2	0.4
NC(=O)COC(=O)c1ccccc1SCC(=O)NC1CCCCCC1	.	99	104	-8	23	101	0	-12	12	0	0.1
Cc1ccc2c(C)c(C(=O)NCc3ccc(S(N)(=O)=O)cc3)oc2c1	6	108	101	-17	18	98	3	-12	20	2	0.4
Cc1ccc(CNC(=O)C2CCCN2C(=O)NCc2ccccc2)cc1 (centres undefined)	.	107	102	-17	14	102	2	-18	5	1	0.6
O=C(Nc1ccccc1C(=O)NCCCn1ccnc1)c1ccccc1	.	98	99	-4	16	99	6	-23	9	-2	1.0
CCOC(=O)c1c(C)[nH]c(C)c1C(=O)COC(=O)C1CCCN1S(=O)(=O)c1ccccc1F (centres undefined)	1	96	102	4	7	100	2	-3	58	-1	0.6
COc1cc(OC)cc(C(=O)NCc2nc(-c3ccccc3)no2)c1	7	104	102	1	8	103	6	3	15	0	0.8
O=C(Nc1ccc(Br)cn1)c1cccc2c1-c1ccccc1C2=O	1	97	99	-3	4	98	14	-9	21	-3	1.5
COc1ccc(C(=O)N2CCC(O)(c3ccc(Cl)cc3)CC2)cc1OC	11	?	100	-4	7	99	.	-16	.	.	.
O=C1CC(=C(c2ccccc2)c2ccccc2)C(=O)N1CCCCN1CCN(c2cccc(Cl)c2)CC1	.	99	101	-2	10	90	2	-31	35	-5	5.1
Fc1ccccc1CSc1nnc(-c2cnccn2)n1Cc1ccco1	20	102	103	-7	33	104	4	35	23	1	0.8
Cc1nn(CC(O)Cn2cnc3c2c(=O)n(C)c(=O)n3C)c(C)c1Br (centres undefined)	-9	101	103	5	15	99	4	-10	14	-3	0.9
CCOC(=O)c1ccc(NC(=O)CCc2c(C)nc3ncnn3c2C)cc1	-7	102	100	0	23	102	0	-6	14	-4	0.0
COc1cc(/C=N/NC(=O)C(=O)NCc2ccco2)ccc1O	.	102	103	25	8	100	18	-33	21	0	0.2
O=C(CSc1nc2ccccc2n1CCc1ccccc1)N1CCOCC1	.	92	94	19	7	99	21	-30	17	-3	1.7
O=[N+]([O-])c1cccc(C2NCC(c3ccccc3Cl)c3c2[nH]c2ccccc32)c1 (centres undefined)	15	104	106	18	13	101	1	0	16	0	0.1
CCOc1ccc(C2=C(C=Nc3c(C)n(C)n(-c4ccccc4)c3=O)C(c3ccc(F)cc3)c3ccccc3O2)cc1 (centres undefined)	.	95	97	-11	6	99	6	-51	48	-44	0.2
O=C(Cc1ccccc1)NC(NNc1ccccc1)(C(F)(F)F)C(F)(F)F	2	101	104	7	9	102	-1	-16	19	-5	-0.1
O=C(NCC1CCCO1)C12CN(Cc3ccccc3)CC1C(c1cccc([N+](=O)[O-])c1)=NO2 (centres undefined)	14	101	101	6	11	99	0	14	31	-3	1.1
COc1cc(/C(C)=N\NC(N)=S)cc(OC)c1OC	-30	110	92	16	1	97	5	-70	6	-5	0.5
COc1ccc(NC(=O)c2cc3c(Cl)nc4ccccc4c3s2)c(OC)c1	-10	101	99	15	8	99	-4	25	8	13	-0.6
O=c1c([N+](=O)[O-])c(N2CCOCC2)c2ccccc2n1Cc1ccccc1	-10	97	101	-7	13	99	5	-9	14	2	0.7
CCC(C)n1cnc2c(c1=O)c1nc3ccccc3nc1n2Cc1ccccc1OC (centres undefined)	.	95	98	-11	15	95	14	-15	9	0	12
CCOC(=O)c1cnc2c(-c3ccccc3)cnn2c1C	-2	96	98	1	12	97	9	-71	13	1	-1.6
COc1ccc(NC(C)=O)c2nc(C)c(C)nc12	16	101	102	9	9	100	6	-11	10	-2	0.4
CC(=N/O)/C(=N\O)c1ccc(C)o1	.	88	82	13	3	90	11	-23	26	4	1.4
Cc1nc2c(C)cccc2c2c1CCS2	11	?	103	4	9	104	.	-5	.	.	.
COc1ccc(-c2nnn(-c3ccc(Cl)cc3Cl)c2N)cc1	5	?	101	7	3	103	.	-11	.	.	.
COc1ccc(NC(=O)COC(=O)[C@@H]2CCCN2C(=O)c2cccs2)cc1	-2	104	96	3	6	102	1	-10	12	-2	0.1
COc1ccc(CCN(C)c2ccc(S(=O)(=O)N3CCCC3)cn2)cc1OC	12	?	99	4	15	100	3	-7	29	0	0.1
Cc1cccc(NCc2nc3ccccc3n2C)c1	.	100	102	6	34	105	3	-25	26	0	0.4
Cc1cccc(C)c1NC(=O)CS(=O)CC(=O)NCC1OCCc2ccccc21 (centres undefined)	9	108	95	20	14	97	0	-28	21	-4	-0.3
Oc1ccc(-c2csc(Nc3ncccn3)n2)cc1O	-8	?	98	87*	10	98	0	-47	10	0	0.1
Cn1nnnc1SCC(=O)Nc1ccccc1Cl	15	102	101	1	12	101	0	3	13	1	0.1
O=C(O)c1ccccc1C(=O)NNc1ccc(Cl)cc1Cl	.	97	101	5	10	100	4	-18	10	1	0.8
CN(C)c1ccc(C(=O)OCC(=O)NCC2CCCO2)cc1 (centres undefined)	11	102	98	-4	18	101	-1	-28	17	-2	-0.2
CN1CCN(C(=S)NC(=O)c2ccc(S(=O)(=O)N3CCOCC3)cc2)CC1	0	?	96	20	9	104	-1	-28	17	-2	-0.4
O=C(CCCN1C(=O)c2ccccc2C1=O)Oc1ccc(Cl)cc1	.	103	98	-14	4	101	0	-25	23	1	0.0
O=Cc1ccccc1Oc1ccccc1	.	97	102	20	12	103	4	3	19	0	0.2
COc1ccc(-c2csc(C)n2)cc1Br	.	93	99	11	9	96	17	-4	10	-1	-0.2
Cc1ncc(CN2CCC(CO)(CCOc3ccccc3)CC2)s1	-5	?	102	0	4	98	.	-24	.	.	.
O=C(O)C1C2C=CC(O2)C1C(=O)NCCc1cccc(Cl)c1 (centres undefined)	-2	103	104	-7	21	103	1	-15	10	0	0.2
COc1ccc(CCNC(=O)[C@@H](NC(=O)c2ccccc2F)C(C)C)cc1OC	-7	102	102	15	9	103	3	-20	25	0	1.5
Cn1cc(CCC(=O)N2CCCC(C(=O)c3cccc4ccccc34)C2)cn1 (centres undefined)	16	97	101	21	7	98	6	-1	13	2	2.4
Going on with the list.
SMILES	Pf gamet viab	RGS7-Gao reg	RGS8-Gao reg	Mcl1 Noxa PPI	Avidin bead fluor	RGS4-Gao reg	ABCG2 block	Mcl1-Bid inh	GSH fluor	Bim-Mcl-1	ABCB1 block
Cc1ccc(CNC(=O)Cn2cncn2)cc1	3	104	101	10	7	105	1	-6	25	0	0.2
CC/C(O)=C1\C(=O)CC(C)(C)CC1=Nc1ccccc1C	0	102	102	3	8	104	2	-16	9	-1	1.0
CC1CCN(c2c(NCC3CCC(C(=O)N4CCc5ccccc5C4)CC3)c(=O)c2=O)CC1 (centres undefined)	.	100	96	4	7	100	1	-33	26	-2	0.1
CCN(CC)C(=O)CSc1nnc2sc3ccccc3n12	.	95	97	-8	21	96	0	-21	17	-4	-0.2
CCC(C)NC(=O)CCc1c(C)nc2nc(-c3cc(OC)cc(OC)c3)nn2c1C (centres undefined)	.	101	98	7	26	100	22	-9	23	-2	0.4
O=C1C2C3c4ccccc4C(Br)(c4ccccc43)C2C(=O)N1c1ccccc1O (centres undefined)	.	100	102	0	8	102	2	8	11	-7	0.6
COCc1cc(C)nc(N2CCN(Cc3ccccc3)CC2)c1C#N	-11	100	99	7	17	99	20	-17	24	-6	0.8
N#Cc1ccc(C(=O)Nc2cccc3ncccc23)c(F)c1	-4	100	102	20	4	100	8	-1	16	-2	-0.3
O=C1CCCN1S(=O)(=O)c1ccccc1	6	99	98	14	11	100	3	-13	12	0	-0.1
O=C(CCN1CCN(c2ccccc2)CC1)N/N=C/c1ccccc1O	-19	?	102	16	9	102	4	-41	11	2	0.3
Cn1ccnc1-c1nc2ccccc2[nH]c1=O	12	103	99	14	39	103	15	11	24	-8	0.8

Pulled one by one from the entries so far (three):
SMILES	Pf gamet viab	RGS7-Gao reg	RGS8-Gao reg	Mcl1 Noxa PPI	Avidin bead fluor	RGS4-Gao reg	ABCG2 block	Mcl1-Bid inh	GSH fluor	Bim-Mcl-1	ABCB1 block
O=C1C2C3c4ccccc4C(Br)(c4ccccc43)C2C(=O)N1c1ccccc1O (centres undefined)	.	100	102	0	8	102	2	8	11	-7	0.6
CC1CCN(c2c(NCC3CCC(C(=O)N4CCc5ccccc5C4)CC3)c(=O)c2=O)CC1 (centres undefined)	.	100	96	4	7	100	1	-33	26	-2	0.1
O=C(CCN1CCN(c2ccccc2)CC1)N/N=C/c1ccccc1O	-19	?	102	16	9	102	4	-41	11	2	0.3
